Compound activity (PubChem)
BAZ2B block: BAZ2B (human) inhibition. Q9UIF8. AlphaScreen BAZ2B-H3K14Ac peptide displacement. Potency, µM (doses to about 114 µM), for inactives: top-dose activity change, negative = inhibition, hits mostly inhibitors. 360,000 tested, 4.4% active; note: % is set by controls: 0 for no effect and ±100 for the full control effect; nearly all actives have a fitted effect of over 60% in size
Target sequence (Q9UIF8 whole entry, looked up): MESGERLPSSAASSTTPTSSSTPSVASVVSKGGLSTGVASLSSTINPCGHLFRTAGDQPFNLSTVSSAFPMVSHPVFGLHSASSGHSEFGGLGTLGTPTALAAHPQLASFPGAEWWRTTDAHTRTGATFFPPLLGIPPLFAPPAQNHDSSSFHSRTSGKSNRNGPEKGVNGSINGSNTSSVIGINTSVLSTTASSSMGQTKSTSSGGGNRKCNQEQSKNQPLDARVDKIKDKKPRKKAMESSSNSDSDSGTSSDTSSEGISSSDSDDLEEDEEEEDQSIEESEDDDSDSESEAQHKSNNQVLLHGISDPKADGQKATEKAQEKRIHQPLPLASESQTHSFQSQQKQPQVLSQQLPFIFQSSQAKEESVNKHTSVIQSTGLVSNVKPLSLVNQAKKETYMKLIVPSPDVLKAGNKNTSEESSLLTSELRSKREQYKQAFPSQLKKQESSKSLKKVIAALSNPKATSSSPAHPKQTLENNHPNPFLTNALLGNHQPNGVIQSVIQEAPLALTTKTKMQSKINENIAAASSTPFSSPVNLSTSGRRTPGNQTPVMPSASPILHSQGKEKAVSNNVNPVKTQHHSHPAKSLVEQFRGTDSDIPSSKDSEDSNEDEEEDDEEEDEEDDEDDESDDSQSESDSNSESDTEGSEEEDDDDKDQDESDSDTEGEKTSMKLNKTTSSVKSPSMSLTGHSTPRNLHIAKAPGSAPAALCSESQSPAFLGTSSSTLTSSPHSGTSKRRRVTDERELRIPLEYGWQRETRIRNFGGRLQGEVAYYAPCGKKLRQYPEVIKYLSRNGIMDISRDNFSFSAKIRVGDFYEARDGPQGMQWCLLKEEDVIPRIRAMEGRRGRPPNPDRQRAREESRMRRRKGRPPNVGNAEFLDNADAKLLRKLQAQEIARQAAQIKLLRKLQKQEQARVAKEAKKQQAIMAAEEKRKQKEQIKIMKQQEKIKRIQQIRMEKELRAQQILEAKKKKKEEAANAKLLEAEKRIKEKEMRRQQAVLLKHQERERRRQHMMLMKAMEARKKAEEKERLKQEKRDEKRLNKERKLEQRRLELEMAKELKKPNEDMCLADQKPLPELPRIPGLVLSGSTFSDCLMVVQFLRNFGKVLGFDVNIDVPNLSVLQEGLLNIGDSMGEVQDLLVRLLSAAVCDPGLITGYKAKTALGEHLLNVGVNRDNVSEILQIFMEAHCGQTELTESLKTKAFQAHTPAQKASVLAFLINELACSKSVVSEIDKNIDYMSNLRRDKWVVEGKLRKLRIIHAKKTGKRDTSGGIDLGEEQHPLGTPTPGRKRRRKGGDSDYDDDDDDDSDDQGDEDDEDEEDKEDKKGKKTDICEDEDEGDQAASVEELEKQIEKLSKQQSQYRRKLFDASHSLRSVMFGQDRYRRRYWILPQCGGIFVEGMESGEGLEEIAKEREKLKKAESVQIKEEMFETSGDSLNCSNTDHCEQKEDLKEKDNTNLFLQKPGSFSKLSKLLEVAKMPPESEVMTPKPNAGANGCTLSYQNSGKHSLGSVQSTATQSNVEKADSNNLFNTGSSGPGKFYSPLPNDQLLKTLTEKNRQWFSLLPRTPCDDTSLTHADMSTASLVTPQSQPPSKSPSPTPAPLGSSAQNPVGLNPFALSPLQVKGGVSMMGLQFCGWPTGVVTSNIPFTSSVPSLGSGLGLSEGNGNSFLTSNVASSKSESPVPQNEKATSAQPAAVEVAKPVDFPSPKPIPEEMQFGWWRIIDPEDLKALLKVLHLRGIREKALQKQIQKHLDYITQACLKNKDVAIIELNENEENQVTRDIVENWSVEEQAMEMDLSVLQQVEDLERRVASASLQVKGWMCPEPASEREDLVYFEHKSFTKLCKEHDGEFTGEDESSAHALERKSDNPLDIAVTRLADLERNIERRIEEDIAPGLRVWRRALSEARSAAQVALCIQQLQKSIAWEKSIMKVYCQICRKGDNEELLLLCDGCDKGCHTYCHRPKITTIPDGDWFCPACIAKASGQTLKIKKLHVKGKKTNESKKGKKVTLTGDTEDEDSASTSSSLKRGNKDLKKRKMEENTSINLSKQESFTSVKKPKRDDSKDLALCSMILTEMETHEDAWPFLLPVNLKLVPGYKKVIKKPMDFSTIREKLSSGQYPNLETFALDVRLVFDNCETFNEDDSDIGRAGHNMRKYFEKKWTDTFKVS
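In this displacement format the biotinylated H3(5-23) peptide acetylated at Lys14 serves as ligand at 50 nM, with BAZ2B at 50 nM in PBS pH 7.4 containing 0.01% Tween-20. Donor and acceptor beads are 10 ug/mL final.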
BLM helicase inh: blocks DNA unwinding by human BLM helicase. 350,000 tested, 0.2% active. recombinant BLM DNA unwinding, fluorescence dequenching. Potency, µM (highest dose often 56.1 µM), for inactives: at the top dose activity change, negative = inhibition, most hits filed as inhibitors. AID 2528;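 note: plate controls were vehicle for no effect and no enzyme for full effect; nearly all actives have a fitted effect of over 35% in size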
POLK inh: DNA polymerase kappa (human) inhibition; AID 588579; Potency, µM (series often up to 107 µM), for the others: at the top dose activity, negative = inhibition, usual class: inhibitors; Q9UBT6; purified Pol kappa, fluorescent DNA synthesis assay, 10 min; 400,000 tested, 0.53% active; note: % is set by controls: 0 for no effect and ±100 for the full control effect
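Activity was followed as the change in fluorescence between reads at 0 and 10 min after starting the reaction with 50 nM substrate. Beforehand, 10 nM polymerase had been preincubated with compound for 15 min at room temperature.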
POLB inh: inhibitors of human DNA polymerase beta | P06746 | Pol beta primer extension/strand displacement, fluorescence kinetic | Potency, µM (titrated, usually from 114 µM), for inactives: at the highest dose activity change, negative = inhibition, usual class: inhibitors | 340,000 tested, 1.3% active | AID 485314; note: % is set by controls: 0 for no effect and ±100 for the full control effect
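Homogeneous kinetic assay of primer extension and strand displacement by 10 nM Pol beta, preincubated 15 min at room temperature with compound before 50 nM substrate (final) was added. Read at 0 and 10 min; four-parameter Hill fit.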
POLH inh: blocks human DNA polymerase eta activity | Q9Y253 | recombinant Pol eta, fluorescent DNA replication assay | Potency, µM (top dose mostly 114 µM), without a hit: at the top dose activity change, negative = inhibition, most hits filed as inhibitors | 390,000 tested, 1.2% active; note: % is set by controls: 0 for no effect and ±100 for the full control effect
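Pol eta (10 nM) was preincubated with compounds for 15 min at room temperature, after which fluorescent replication substrate (50 nM final) was added to start the reaction. Fluorescence was read kinetically at 0 and 10 min.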
JMJD2A Tudor: JMJD2A Tudor domain (human) inhibition | Potency, µM (doses to about 114 µM), for the others: top-dose activity change, negative = inhibition, hits mostly inhibitors | 390,000 tested, 4.4% active | AlphaScreen JMJD2A-Tudor / H3K4me3 peptide binding | O75164 | AID 504339; note: % is set by controls: 0 for no effect and ±100 for the full control effect; nearly all actives have a fitted effect of over 50% in size
G9a block: G9a (human) methyltransferase inhibition; 350,000 tested, 8.8% active; Q96KQ7; G9a H3K9 monomethylation, AlphaScreen, 2 h; Potency, µM (series often up to 102 µM), inactives show top-dose activity, negative = inhibition, hits mostly inhibitors; note: % is set by controls: 0 for no effect and ±100 for the full control effect; nearly all actives have a fitted effect of over 75% in size
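Using a bead-based AlphaScreen, monomethylated H3K9 product from 2 h room-temperature reactions (G9a 20 nM, peptide 500 nM, SAM 20 uM) was detected with 0.5 ug/mL rabbit anti-H3K9me1 antibody.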
APE1 inh: APE1 (human) endonuclease inhibition; recombinant APE1, TAMRA/BHQ-2 abasic DNA cleavage fluorescence; Potency, µM (top dose mostly 65.8 µM), for the others: top-dose activity change, negative = inhibition, hits mostly inhibitors; 350,000 tested, 0.35% active;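 note: plate controls were vehicle for no effect and reference inhibitor for full effect; nearly all actives have a fitted effect of over 55% in size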
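Step 1: APE1 (0.75 nM) with compound, 15 min RT. Step 2: add 50 nM fluorophore/quencher THF duplex. Step 3: three fluorescence reads 60 s apart (525/598 nm); read 3 minus read 1 = reaction progress.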
POLI inh: DNA polymerase iota (human) inhibition. Potency, µM (highest dose often 115 µM), for inactives: top-dose activity, negative = inhibition, actives largely listed as inhibitors. Pol iota fluorescent replication assay, 10 min. 390,000 tested, 1% active. Q9UNA4
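Fluorescent replication assay read twice, at 0 min and 10 min after adding 50 nM (final) substrate. Enzyme (10 nM) and compounds were first incubated 15 min at room temperature; enzyme-free buffer wells were negative controls.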
An asterisk follows results filed as active; ? = inconclusive; . = not tested or not shown; [ ] = another dose, or the depositor's remark. Calls come from the whole dose curve; as a rule, active = well fitted curve in the direction sought with a large enough effect; inconclusive = small, poorly fitted or top-dose-only effect, or another doubt; inactive = no such curve, though single readings can be large; an effect the other way counts as inactive or inconclusive. Potency is the fitted concentration of half-maximal effect.

BAZ2B block	BLM helicase inh	POLK inh	POLB inh	POLH inh	JMJD2A Tudor	G9a block	APE1 inh	POLI inh	Structure
25.1µM*	-9.2%	-9.4%	-29.1%	-14.1%	39.8µM*	39.8µM*	-0.6%	66.4%[activator]	O=C1CC(c2ccccc2)=NN1c1ccc([N+](=O)[O-])cc1
31.6µM*	-9.1%	-10.0%	-11.5%	-12.2%	50.1µM*	?	0.8%	-11.0%	Cc1cc(C)cc(NC(=S)NCc2ccc3[nH]c4c(c3c2)CCCC4)c1
54.8%[activator]	-4.8%	-12.3%	8.9%	-29.6%	78.4%[activator]	20.1%[59 µM]	9.3%	5.2%	CCCc1cc(-c2nc(-c3ccc(Br)cc3)cs2)ccn1
-1.1%	3.0%	-3.2%	-13.6%	-17.9%	-5.6%	-4.6%[59 µM]	-0.8%	2.2%	CC(C)(C)NC(=O)NC(=O)Cn1ccsc1=N
-11.9%	.	-23.2%	.	-4.7%	-26.7%	?	2.5%	36.3%[activator]	COc1ccc(S(=O)(=O)Nc2cc3c4c(c2)CC(=O)N4CCC3)cc1C
-7.9%	-4.2%	-16.2%	-2.9%	-16.3%	-11.0%	-18.0%	34.5%	18.9%	Cc1ccc(S(=O)(=O)NCCN=Cc2ccc(N(C)C)cc2)cc1
-0.8%	0.4%	12.5%	22.9%	-16.9%	-21.5%	.	-18.1%	38.7%[activator]	Cc1ccc(N(CC(=O)NC2CC2)S(=O)(=O)c2ccccc2)c(C)c1
-1.0%	-1.3%	-10.1%	24.7%	0.4%	-1.2%	25.7%	-0.8%	-24.0%	Cn1cc(/C=C2/SC(=O)N(CC(=O)Nc3ccc4c(c3)OCO4)C2=O)c2ccccc21
2.6%	-1.6%	0.4%	6.6%	-10.7%	-7.7%	-1.3%	-1.2%	23.9%	O=c1oc2ccccc2cc1-c1cn2ccccc2n1
170.4%[activator]	0.0%	-3.5%	-1.2%	0.4%	120.9%[activator]	1.5%	-2.4%	?	COc1ccccc1OCC(=O)Sc1ccc(C)cc1
.	.	50.1µM*	.	?	-20.1%	.	.	89.1µM*	CN(C)CCNC(=O)c1ccc(Cl)c2cc3ccccc3nc12
.	.	-26.0%	.	4.7%	-10.3%	.	.	?	Cc1ccc(S(=O)(=O)NCC(=O)OCC(=O)c2ccc(Cl)s2)cc1
-0.1%	-1.2%	-4.4%	41.6%	-20.9%	-14.0%	34.6%	21.6%	9.4%	CCCCOc1ccc(N(CC(=O)NC(C)(C)C)C(=O)CCC(=O)Nc2nccs2)cc1
-9.0%	.	-4.7%	.	-18.6%	-31.1%	14.0%[0.501 µM]	-10.7%	20.3%	O=C(c1cccc(S(=O)(=O)N2CCN(c3ccccc3)CC2)c1)N1CCCCCCC1
-21.2%	-2.4%	3.7%	-13.3%	-0.4%	-13.9%	3.5%	-8.7%	-16.6%	Cc1cc(OCC(=O)NCCN2CCOCC2)c2c(C)c(C)c(=O)oc2c1
11.2%	0.6%	0.3%[60.1 µM]	1.7%	-9.2%	-9.0%	22.2%[59 µM]	8.1%	19.3%	CCOc1ccccc1OCC(=O)Nc1nnc(C)s1
-7.1%	0.3%	-9.2%	13.5%	-4.6%	-8.1%	4.0%[12.7 µM]	14.2%	-8.5%	CCN1CCN(S(=O)(=O)c2cccs2)CC1
?	.	-6.8%	.	-10.3%	-20.7%	-44.4%	32.2%	-18.4%	Cc1ccc(C(C)C)c(OCC(=O)NNC(=O)CC2OC(=O)c3ccccc32)c1 (configuration not stated)
2.9%	-1.9%	-5.8%	9.4%	-1.0%	-2.2%	.	-1.3%	153.9%[activator]	CN(CCc1ccccn1)C(=O)Nc1cc(Cl)cc(Cl)c1
8.9%	.	-2.9%	.	-10.1%	-9.7%	?	-6.0%	2.7%	COc1cc(-c2cc(C(=O)Nc3cc(S(=O)(=O)N4CCOCC4)ccc3C)c3ccccc3n2)cc(OC)c1OC

Part of the list above, reduced to JMJD2A Tudor, POLK inh and POLH inh.
SMILES	JMJD2A Tudor	POLK inh	POLH inh
O=C1CC(c2ccccc2)=NN1c1ccc([N+](=O)[O-])cc1	39.8µM*	-9.4%	-14.1%
Cc1cc(C)cc(NC(=S)NCc2ccc3[nH]c4c(c3c2)CCCC4)c1	50.1µM*	-10.0%	-12.2%

Following part
BAZ2B block	BLM helicase inh	POLK inh	POLB inh	POLH inh	JMJD2A Tudor	G9a block	APE1 inh	POLI inh	Structure
-2.8%	-5.4%	.	11.4%	.	.	1.7%	?	.	CCc1ccc(N2C(=O)CC(c3ccc(F)cc3)C3=C2COC3=O)cc1 (configuration not stated)
-0.7%	0.3%	-14.9%	-3.7%	-1.1%	-1.0%	8.3%	-7.9%	3.8%	Cc1ccc2c(c1)sc(=NC(=O)c1cccs1)n2C
.	.	4.4%	.	-9.6%	-9.2%	.	-8.4%	?	CC(C)(O)[C@H](O)Cc1cc2ccc(=O)oc2cc1O[C@@H]1O[C@H](CO)[C@@H](O)[C@H](O)[C@H]1O
-4.1%	-1.5%	-2.6%	-2.3%	-20.2%	2.9%	8.2%[12.7 µM]	-0.8%	31.7%[activator]	CCOC(=O)N1CCC(NC(=O)C2CCN(S(=O)(=O)c3cccs3)CC2)CC1
-2.4%	-1.5%	-8.3%	7.4%	-3.6%	-10.0%	14.2%[59 µM]	.	9.1%	COc1cc(C2c3c(oc4ccc(C)cc4c3=O)C(=O)N2Cc2ccc(F)cc2)ccc1O (configuration not stated)
9.2%	-0.2%	-0.6%	6.2%	3.5%	-12.2%	.	-0.8%	18.5%	O=C1CCc2cc(S(=O)(=O)N3CCN(c4cccc(C(F)(F)F)c4)CC3)ccc2N1
8.4%	-5.0%	-12.9%	22.7%	-17.3%	-11.3%	-3.0%[59 µM]	14.7%	6.8%	CN(c1cccc(NC(=O)CCSc2ccccc2)c1)S(C)(=O)=O
-23.7%	-8.9%	0.0%	37.9%	-15.1%	-19.9%	-1.7%[59 µM]	-4.1%	-7.9%	CCN(CC)S(=O)(=O)c1ccc(/C=C/C(=O)Nc2ccc(F)c(F)c2F)cc1
.	.	-20.2%	.	3.6%	-19.0%	.	.	-2.0%	CN1C(=O)c2oc3ccccc3c(=O)c2C1c1cccnc1 (configuration not stated)
-19.4%	.	-20.1%	.	-11.0%	-27.0%	?	-3.5%	54.7%[activator]	Cn1c(CCC(=O)O)nc2cc(S(=O)(=O)N3CCCCC3)ccc21
-5.9%	1.6%	-7.6%	3.9%	?	-16.8%	44.7µM*	-8.0%	24.4%	COc1ccc(-c2cc3ccc(OCc4nn[nH]n4)cc3oc2=O)cc1OC
-29.6%	-3.8%	3.3%	-7.2%	-6.2%	-26.8%	9.8%	19.4%	42.4%[activator]	COc1ccc(C(C(=O)NCc2ccccc2)N(Cc2ccco2)C(=O)c2snc(C(N)=O)c2N)cc1OC (configuration not stated)
-1.6%	.	-9.3%	.	-10.2%	-16.6%	-2.3%	-6.6%	12.2%	O=C(CCNS(=O)(=O)c1ccc(Br)cc1)NCc1ccco1
-9.7%	0.0%	2.9%	4.6%	.	-13.1%	2.6%[59 µM]	.	24.9%	COc1cccc(CNC(=O)Cn2cccc2C(=O)c2ccccc2)c1
-3.5%	-1.8%	-3.6%	-27.5%	8.7%	-3.0%	8.8%	17.3%	-1.7%	O=C(CCN1C(=O)c2ccccc2S1(=O)=O)Nc1ccccc1F
?	-3.9%	0.0%	39.7%[activator]	-2.1%	-9.4%	-3.0%[59 µM]	.	-13.4%	COc1cc(NC(=O)c2nnn(Cc3ccc(F)cc3)c2N)cc(OC)c1
2.7%	-9.6%	-4.1%	28.3%	-15.1%	-8.8%	-25.3%	?	9.9%	O=C1c2ccccc2C(=O)N1CC1=NCCc2ccccc21
-4.8%	.	-7.0%	.	-19.4%	-31.8%	7.94µM*	13.7%	29.8%	CCCCN(CC(=O)Nc1cccc(S(=O)(=O)N2CCCC2)c1)Cc1nc2ccccc2c(=O)[nH]1
0.9%	-0.6%	0.2%	0.5%	-16.4%	-12.4%	-3.5%	-3.9%	98.4%[activator]	Cc1occc1C(=O)N1CCCC(CCC(=O)NCc2ccc(F)c(F)c2)C1 (configuration not stated)
4.0%	-3.5%	-9.4%	12.7%	-15.6%	-15.3%	8.9%	9.8%	62.7%[activator]	Cc1ccccc1C(=O)Nn1cnc2ccccc2c1=O
-21.7%	1.1%	-7.3%[60.1 µM]	-1.5%	-6.5%	-13.1%	-0.4%[59 µM]	.	-15.7%	COc1ccccc1NC(=O)C1=C(C)Nc2ncnn2C1c1cccn1C (configuration not stated)
-12.4%	-2.5%	-5.6%	30.4%	-0.8%	-27.0%	-17.7%	-2.3%	15.7%	Cc1ccc(N(CC(=O)NCc2ccco2)C(=O)CCC(=O)Nc2ccccn2)cc1C
-14.6%	2.8%	1.9%[60.1 µM]	0.6%	-15.8%	-15.7%	-3.0%[59 µM]	.	-9.5%	Cc1cn(C)c(CC(=O)N2CCN(c3ccc(F)cc3)CC2)c1C(=O)O
-26.6%	43.7%[activator]	0.2%	-0.4%	-14.3%	?	?	4.0%	-20.8%	CCN(CC)CCCN(C(=O)c1ccco1)c1nc(-c2ccc(C)cc2)cs1
2.9%	-14.6%	-8.7%	-4.4%	-7.8%	-13.3%	.	-1.0%	158.4%[activator]	CC(/C=N/NC(=O)Cn1cnc2c1c(=O)n(C)c(=O)n2C)=C\c1ccco1
8.0%	3.4%	8.1%	3.4%	-13.9%	-8.6%	4.3%[0.501 µM]	-0.6%	39.8%[activator]	C(=N\Nc1ccccn1)/c1cccnc1
?	-4.4%	50.1µM*	?	11.2µM*	56.2µM*	31.6µM*	?	?	CSc1ccc(C2C(C#N)=C(N)Oc3c2ccc(=O)c2c(C)oc(C)c32)cc1 (configuration not stated)

Molecules listed so far that contain a Cl atom, in the order listed:
BAZ2B block	BLM helicase inh	POLK inh	POLB inh	POLH inh	JMJD2A Tudor	G9a block	APE1 inh	POLI inh	Structure
.	.	50.1µM*	.	?	-20.1%	.	.	89.1µM*	CN(C)CCNC(=O)c1ccc(Cl)c2cc3ccccc3nc12
.	.	-26.0%	.	4.7%	-10.3%	.	.	?	Cc1ccc(S(=O)(=O)NCC(=O)OCC(=O)c2ccc(Cl)s2)cc1
2.9%	-1.9%	-5.8%	9.4%	-1.0%	-2.2%	.	-1.3%	153.9%[activator]	CN(CCc1ccccn1)C(=O)Nc1cc(Cl)cc(Cl)c1

Only part of the results is shown (hit frequency here may not be typical).
